Screens: PubChem BioAssay, several laboratories
Vif imaging: HIV Vif self-association inhibitors, primary screen, imaging, HEK293T, single point. AID 602346, 2012. actives 0.35% (n = 340,000). inhibition, % at 7.49 µM. HEK293T cells, Vif self-association by quenched fluorescence, 24 h; in the data active = inhibition above about 50%, passing the limit was not always enough; note: some results filed as inactive read as strong as hits
CaV13 FRET inh: Disruptors of the CACNA1D IQ motif to Ca2+-dependent inactivation inhibitor domain association, primary screening, Förster resonance energy transfer in intact living …; HEK cells, CFP/YFP FRET ICDI-IQ, plate reader, 10 min; percent FRET-ratio fall versus neutral wells; inhibition, % at 12.3 µM; actives 0.098% (n = 340,000);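 active = mean replicate inhibition of at least 30% and at least 1% of replicates passing that level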;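 note: 0% = median of the neutral control wells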
aDG glyco up: activators of alpha-DG glycosylation, primary screen, uHTS, Pro5-aDG cells, AlphaScreen; alpha-DG glycosylation AlphaScreen (IIH6); 0% Pro5, 100% B10-LARGE cell signal; activation, % at 10 µM; actives 0.22% (n = 360,000);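 active = activation of at least 8% versus controls, or a plate z-score of at least 8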;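 note: Pro5 are CHO cells carrying HIG-tagged alpha-DG that lacks glycosylation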
NR2E3 ag-1: NR2E3 agonists in two-hybrid cells, primary screen, cell-based, luminescence, CHO-S, Gal4-NCOR/VP16-NR2E3 | Photoreceptor-specific nuclear receptor (Homo sapiens), Q9Y5X4 | luciferase | inhibition of corepressor binding, % at 3.98 µM | actives 0.35% (n = 360,000) | AID 602229, 2012;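 active = inhibition above the mean of all tested compounds plus 3 SD, cut at about 70% in these data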;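 note: 0% = DMSO with NR2E3 transfected cells and 100% = cells lacking NR2E3 construct; higher means lower luciferase signal from less NR2E3 corepressor binding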
Target sequence (Q9Y5X4 whole entry, looked up, the tested form may be a part): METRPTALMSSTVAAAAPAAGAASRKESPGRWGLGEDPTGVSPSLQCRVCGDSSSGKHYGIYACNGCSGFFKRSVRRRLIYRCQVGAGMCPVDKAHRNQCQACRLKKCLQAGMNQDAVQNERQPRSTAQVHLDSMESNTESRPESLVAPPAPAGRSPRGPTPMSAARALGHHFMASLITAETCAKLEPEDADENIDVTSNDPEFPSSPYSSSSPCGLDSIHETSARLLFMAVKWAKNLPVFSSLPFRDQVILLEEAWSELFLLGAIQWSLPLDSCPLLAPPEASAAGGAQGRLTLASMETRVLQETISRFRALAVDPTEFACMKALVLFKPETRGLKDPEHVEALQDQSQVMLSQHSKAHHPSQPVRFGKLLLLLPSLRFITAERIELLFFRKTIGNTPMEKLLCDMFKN
hiPSC survival: enhancers of single-cell hiPSC survival, primary screen, ATPlite luminescence | 100% = ROCK inhibitor wells, 0% = DMSO | survival enhancement, % at 20 µM | actives 0.044% (n = 360,000) | AID 602274, 2012; in the data active = survival enhancement above about 18%;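 note: cells exposed to compounds for 16 hours before the ATP read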
NR2E3 ag-2: inhibitors of NR2E3-RetCOR corepressor binding, primary screen, NR2E3 agonist project, biochemical, TR-FRET, GST-NR2E3, biotin-RetCOR; actives 0.12% (n = 320,000); AID 2300, 2010; inhibition of corepressor binding, % at 4.78 µM; 1536-well; Photoreceptor-specific nuclear receptor (Homo sapiens), Q9Y5X4;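 active = percent inhibition above the cutoff of mean plus 3 SD of all tested compounds, set per screening campaign, cut at about 20% in these data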;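 note: 0% = DMSO wells and 100% = biotin wells as full block of FRET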
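Assay system: NR2E3–RetCOR corepressor complex. Quantity: 1.35 nM GST-NR2E3. Buffer or medium: pH 7.5 Tris-based buffer. Reagent: biotinylated RetCOR corepressor at 7 nM final. Schedule: 5 h at 4 °C. Detection: TR-FRET, emission read at 617 and 671 nm. Replicates: one well per compound, singlicate testing.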
HIF-2a block: HIF-2a reporter inhibitors, primary screen, luminescence, 786-0 RCC cells | 786-0 RCC cells HIF-2a reporter, luciferase luminescence, overnight | inhibition, % at 18.8 µM | actives 0.72% (n = 360,000) | AID 624352, 2012;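 active = inhibition of the luminescence signal of 40% or more relative to plate controls, in a single-dose primary screen at 18.75 µM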
PDI inh: inhibitors of human PDI, primary screen, biochemical, turbidity, single point, plate reader | inhibition, % at 10 µM | AID 588391, 2011 | actives 0.052% (n = 350,000) | PDI insulin aggregation turbidity, A650, 90 min | Protein disulfide-isomerase (Homo sapiens), P07237;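 active = mean inhibition across replicates of 30% or more, whatever share of single replicates reach that level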;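 note: absorbance from insulin aggregation driven by PDI reduction with DTT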
Target sequence (P07237 whole entry, looked up): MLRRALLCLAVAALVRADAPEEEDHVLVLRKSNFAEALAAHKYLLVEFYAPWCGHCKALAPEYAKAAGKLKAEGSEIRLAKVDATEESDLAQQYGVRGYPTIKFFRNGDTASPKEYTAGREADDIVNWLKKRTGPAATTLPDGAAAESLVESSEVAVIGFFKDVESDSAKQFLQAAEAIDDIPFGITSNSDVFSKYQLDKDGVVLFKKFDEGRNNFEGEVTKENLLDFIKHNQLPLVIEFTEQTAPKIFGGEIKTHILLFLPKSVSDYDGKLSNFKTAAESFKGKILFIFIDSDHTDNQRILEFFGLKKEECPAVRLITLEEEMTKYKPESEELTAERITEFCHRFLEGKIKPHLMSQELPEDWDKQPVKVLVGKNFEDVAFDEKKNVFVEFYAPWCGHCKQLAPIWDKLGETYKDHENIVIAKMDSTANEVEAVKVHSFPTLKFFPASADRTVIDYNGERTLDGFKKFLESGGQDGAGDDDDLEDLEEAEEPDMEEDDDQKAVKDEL
Exocytosis inh: LAMP-1 surface exposure blockers, TALL-104 cells – cell-based, flow cytometry, MLPCN library, primary screen | TALL-104 LAMP-1 surface exposure; cells stimulated with thapsigargin and PMA | inhibition, % at 10 µM | actives 0.66% (n = 360,000) | AID 651702, 2012;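 active = inhibition above about 55%, limit read from the data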
Peg3 promoter: Peg3 promoter-driven luciferase inhibitors, primary screen, cell-based, HeLa, luciferase luminescence. HeLa PEG-Prom luciferase reporter, overnight. inhibition, % at 20 µM. actives 1.7% (n = 360,000). AID 588405, 2011;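 active = inhibition of at least 50% at 20 µM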
TRPM1 prom inh: inhibitors of MITF-dependent TRPM1 promoter reporter, primary screen, cell-based, SK-MEL-5, single point, luciferase; inhibition, % at 12.5 µM; actives 0.83% (n = 330,000); SK-MEL-5 TRPM1 promoter luciferase, 24 h;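 active = mean inhibition across replicates of 60% or more, whatever share of single replicates reaches that level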; note: values of inactives mirror those of a sister screen read the other way
Active calls of the source: *; . = not tested or not shown; & = joins results of further samples. Compounds as they come, and some 3.5% of all compounds hit somewhere here.

SMILES | Vif imaging | CaV13 FRET inh | aDG glyco up | NR2E3 ag-1 | hiPSC survival | NR2E3 ag-2 | HIF-2a block | PDI inh | Exocytosis inh | Peg3 promoter | TRPM1 prom inh
CC(C)c1ccc(CC(=O)N2CCC2(C)C(=O)Nc2ccccc2)cc1 (stereo not given) | -8 | -6 | 0.4 | -4 | -0.4 | . | 9 | 0 | 19 | 18 | .
OC(c1ccc(F)cc1)c1ncc(-c2cccc(C(F)(F)F)c2)[nH]1 (stereo not given) | . | -6 | -0.1 | 30 | -1.3 | . | -6 | -1 | 0 | 25 | .
COc1cccc(NC(=O)CSc2c3c(nc4ccccc24)CCCC3)c1 | 4 | -6 | 0.9 | -12 | -2.3 | 5 | 15 | 4 | 8 | -7 | 1
CCOc1ccc(/C=C/C(O)=C2/C(=O)N(C)C3(C)CC2c2ccccc2O3)cc1OC (stereo not given) | -1 | -2 | -0.2 | 31 | 0.1 | 0 | 62* | 0 | 18 | 40 | 35
CCc1ccccc1NC(=O)c1sc2nc(C)cc(C)c2c1N | -2 | 0 | -0.1 | -24 | -0.5 | 1 | -98 | -5 | -2 | -7 | -24
CC(=O)Oc1ccc(C(=O)Nc2cccc(C(=O)c3cccc(NC(=O)c4ccc(OC(C)=O)cc4)c3)c2)cc1 | -3 | -5 | -0.1 | 5 | -1.7 | -159 | -3 | -23 | -4 | 29 | 3
CCC1=NN(C(=O)c2ccc(C)cc2)C(O)(c2ccc(Br)cc2)C1 (stereo not given) | -3 | -3 | -0.3 | -24 | -0.6 | -1 | -32 | 1 | 0 | -18 | -22
CC(C)[C@H](NC(N)=O)C(=O)Nc1cccc(S(=O)(=O)NC2=NCCCCC2)c1 | -2 | -6 | -0.4 | 6 | 0.5 | . | 5 | -4 | -1 | -1 | 2
CCOC(=O)N1CCN(C(=O)CSCC(=O)Nc2nc(-c3ccc(-c4ccccc4)cc3)cs2)CC1 | -6 | -6 | 1.6 | 38 | -1.6 | 3 | -206 | . | 1 | -129 | 41
Cc1ccccc1CNS(=O)(=O)c1ccc2c(c1)OCCO2 | 3 | -8 | 0.0 | -7 | 5.9 | -1 | -8 | -3 | -2 | 6 | 1
CC(C)c1ccc(NC(=O)CN2C(=O)NC(Cc3c[nH]c4ccccc34)C2=O)cc1 (stereo not given) | 8 | -2 | 0.1 | -36 | -2.5 | 4 | 6 | 1 | 4 | -7 | 5
COC(=O)c1sccc1NC(=O)CSc1cccc(Cl)c1Cl | -4 | -7 | 0.7 | 1 | -0.4 | 2 | -49 | 0 | 6 | -13 | 4
S=C(NCc1ccncc1)Nc1ccc(Br)cc1 | -5 | 0 | 0.1 | -13 | -0.4 | 1 | 3 | 1 | 6 | 7 | -2
Cc1ccc(NC(=O)Cc2noc3ccccc23)cc1 | -8 | -3 | -0.2 | -77 | 2.9 | -2 | -248 | -10 | 1 | -250 | -70
Cc1ccc(OCCN(C)C)c([N+](=O)[O-])c1 | -3 | -17 | 0.1 | 19 | -1.2 | 2 | 15 | -2 | -2 | -8 | -8
Cc1cc(NC(=O)CSc2nnc(-c3ccco3)n2CC2CCCO2)no1 (stereo not given) | 2 | -8 | -0.3 | -5 | 4.8 | -1 | 13 | -2 | 0 | 20 | 4
O=C(CC1C(=O)NCCN1Cc1ccc(-c2ccccc2)cc1)NCc1ccncc1 (stereo not given) | 1 | -4 | -0.3 | -9 | -1.3 | 1 | 15 | 8 | 0 | -20 | -6
C/C(=N/NC(=O)CNC(=O)c1ccco1)c1ccco1 | 6 | -3 | 0.2 | 7 | -0.5 | 3 | 11 | 9 | -10 | -2 | 10
Cn1c(N2CCOCC2)nc(-c2ccccc2)c1-c1ccccc1 | -8 | -5 | 0.1 | -14 | -0.8 | 0 | 3 | -2 | 8 | 20 | 4
Cc1ccc(C(C)C)cc1-n1nnc(-c2cccc(Cc3ccc4ccccc4c3)c2)c1C(C)O (stereo not given) | -2 | -8 | 0.1 | -5 | 4.6 | . | 3 | -8 | 4 | 29 | .
CN(C(=O)c1sc2nc(N3CCCC3)c3c(c2c1N)CC(C)(C)OC3)c1ccccc1 | 2 | -5 | -0.1 | -36 | -0.5 | 2 | 4 | 1 | 0 | 13 | 10
O=C(CSc1nc2nccnc2c(=O)n1Cc1cccs1)Nc1ccccc1F | 5 | -7 | 0.1 | -30 | -0.5 | 2 | 6 | 2 | -2 | 16 | 8
CC1(C)Cc2cccc(C(=O)Nc3ccc(Cl)cc3)c2O1 | 16 | -19 | 0.0 | 1 | 0.1 | 2 | -5 | -1 | 21 | 3 | -6
Cc1ccc(Cl)cc1NC(=S)N(Cc1ccccc1)Cc1cccnc1 | 5 | -6 | 0.1 | 3 | -0.8 | 1 | 25 | -9 | -1 | 25 | 9
O=C(Cn1nc(Cl)nc1Cl)c1ccc2c(c1)OCCO2 | 10 | -4 | 0.1 | -2 | -3.7 | -4 | -13 | 4 | -2 | -8 | -3

Looked up one by one from the list above, three records:
SMILES | Vif imaging | CaV13 FRET inh | aDG glyco up | NR2E3 ag-1 | hiPSC survival | NR2E3 ag-2 | HIF-2a block | PDI inh | Exocytosis inh | Peg3 promoter | TRPM1 prom inh
S=C(NCc1ccncc1)Nc1ccc(Br)cc1 | -5 | 0 | 0.1 | -13 | -0.4 | 1 | 3 | 1 | 6 | 7 | -2
Cc1cc(NC(=O)CSc2nnc(-c3ccco3)n2CC2CCCO2)no1 (stereo not given) | 2 | -8 | -0.3 | -5 | 4.8 | -1 | 13 | -2 | 0 | 20 | 4
Cc1ccc(OCCN(C)C)c([N+](=O)[O-])c1 | -3 | -17 | 0.1 | 19 | -1.2 | 2 | 15 | -2 | -2 | -8 | -8

More compounds:
SMILES | Vif imaging | CaV13 FRET inh | aDG glyco up | NR2E3 ag-1 | hiPSC survival | NR2E3 ag-2 | HIF-2a block | PDI inh | Exocytosis inh | Peg3 promoter | TRPM1 prom inh
CS(=O)(=O)N(CC(=O)Nc1ccccc1Sc1ccccc1)c1cccc(Br)c1 | -3 | . | 0.5 | -11 | 1.2 | -1 | 33 | -4 | 19 | 37 | 4
Cc1ccc(CSCCNC(=O)CCSc2ccccc2)cc1 | 2 | . | -0.2 | -32 | -1.1 | 0 | 1 | 25 | 0 | 4 | -7
N#CC(C#N)=C/C=C(\Nc1ccc(Cl)cc1)c1ccc(Cl)cc1 | -4 | -4 | -0.2 | -12 | -0.3 | -3 | 9 | -5 | 10 | 5 | 8
O=C(Nc1cccc(-c2cn3ccccc3n2)c1)c1cccs1 | 8 | . | 0.4 | -77 | -1.2 | -2 | -47 | -3 | -3 | -49 | 2
COc1ccc(NC(=O)C[C@H]2C(=O)N(CCc3ccccc3)C[C@@H]2c2ccc(OC)cc2)cc1 | 1 | -6 | -0.5 | -3 | 5.1 | . | -49 | 4 | -5 | -53 | .
O=C(O)CN1C(=O)C(=O)N(Cc2ccc(C(F)(F)F)cc2)C1=O | . | -2 | 0.0 | -26 | -0.8 | 3 | 18 | 0 | 4 | -1 | 10
Cc1cc(OCC(O)CN2CCN(C)CC2)ccc1C(C)C (stereo not given) | -4&-2 | -6&-4 | 0.1&0.5 | 5&-15 | 2.4&-2.2 | -1 | 3&-4 | -8&7 | -2&-1 | 0&-1 | 11&4
O=S(=O)(/N=C(/NNS(=O)(=O)c1ccccc1)c1ccccc1)c1ccccc1 | 1 | -1 | 0.1 | -3 | 0.2 | 1 | 9 | 12 | -2 | 12 | 18
O=C(NCc1nnc(SCC(=O)N2CCC(Cc3ccccc3)CC2)o1)c1ccccc1F | 6 | 5 | 0.0 | 19 | -0.3 | 1 | 10 | . | -5 | 23 | 8
CC(C)[C@H](NC(=O)OCc1ccccc1)C(=O)OCC(=O)NCc1ccco1 | -3 | -10 | 0.4 | 3 | 1.7 | . | 11 | -2 | -3 | 11 | .
CCOC(=O)c1cc(C#N)c(=S)[nH]c1C | . | 2 | -0.2 | -8 | 1.2 | 0 | 21 | 5 | 0 | 4 | 5
COc1cc(C(=S)N2CCOCC2)ccc1OC(=O)c1ccccc1 | 0 | -10 | 0.1 | 12 | -0.5 | -1 | 17 | -1 | -10 | 2 | -4
CC(C)(C)OC(=O)N1CCC(CC2CC(c3ccccc3)=NO2)(C(=O)NCc2ccccc2)CC1 (stereo not given) | . | -11 | 0.2 | -1 | 0.5 | 1 | -1 | 7 | -2 | 17 | 2
COc1cccc(N2CCN(C(=O)c3cccc(NC4=NC5CS(=O)(=O)CC5S4)c3)CC2)c1 (stereo not given) | 10 | -8 | -0.2 | -24 | 0.4 | -1 | 10 | . | 0 | 20 | 5
CCOC(=O)CNc1ccc2c(c1)OCO2 | 9 | -4 | -0.2 | -5 | 2.1 | 2 | -26 | 2 | 0 | -23 | -3
COc1cc(NC(=O)C(C)(C)C)c(C(=O)OCC(=O)Nc2cc(C)on2)cc1OC | . | -13 | -0.2 | 22 | -1.9 | . | 9 | -4 | 0 | 9 | .
CC1(C)CC(=O)C/C(=N\NC(=O)C2C3CCCCC32)C1 (stereo not given) | -3 | 11 | 0.1 | -6 | -1.1 | 2 | -1 | -2 | -2 | -13 | -12
Cc1cccc2c1NC(C)CC2C (stereo not given) | . | . | 0.7 | -6 | 3.4 | -3 | 27 | 1 | 0 | 5 | -1
COc1ccc(C2CC(c3cccs3)=NN2C(=O)CSc2nc3c(cnn3-c3ccccc3)c(=O)[nH]2)cc1 (stereo not given) | 4 | -3 | -0.6 | -30 | -1.6 | 1 | 15 | . | 15 | 36 | -10
CCOC(=O)[C@]12CCCC=C1N(Cc1ccco1)C(=O)[C@H](CC(=O)NCCC(C)C)C2 | . | -5 | -0.1 | -25 | 0.6 | . | 8 | . | -1 | . | .
Cc1sc(NC(=O)c2cccc([N+](=O)[O-])c2)c(C(N)=O)c1-c1ccc(C(C)(C)C)cc1 | . | -3 | 0.2 | -28 | 1.3 | -2 | 2 | -6 | -1 | -22 | 6
CCn1ncc(C(=O)Nc2ccc(F)cc2)c1C | 2 | -20 | -0.1 | -56 | 0.4 | 3 | -190 | 12 | 0 | -138 | -19
CCOc1cc(C(=S)N2CCCCC2)ccc1OS(=O)(=O)c1ccc(Cl)cc1 | -46 | -6 | 0.7 | -8 | -2.9 | 2 | 23 | -4 | 1 | 7 | 7
O=C(Cn1cnc2ccccc21)c1ccc(Br)cc1 | 9 | -12 | -0.1 | -86 | -0.3 | 0 | -70 | -3 | -1 | -64 | -18
COC(=O)c1ccccc1NC(=O)Cn1cnc2c(cnn2-c2ccccc2)c1=O | 6 | -6 | 0.0 | -12 | -2.2 | 0 | 5 | -2 | -4 | 12 | 12
